PLAP act = activates human placental alkaline phosphatase; purified PLAP enzyme, luminescent substrate read-out; active compounds read high; P05187; activation fold at 20 µM; 1.2% of 96,000 active; AID 696; in the data active = activation fold above about 2
S1P2 agonist = agonists of human S1P2 receptor; S1P2-expressing cell line, agonist reporter read-out; activation, % at 4.5 µM; 0.46% of 97,000 active; O95136; AID 729; in the data active = activation above about 16%;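 also: 0% = vehicle low control and 100% = maximal reference agonist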
Plk1 PBD FP = Plk1 (human) PBD binding inhibition | 0.13% of 97,000 active | Plk1 PBD phosphopeptide binding, fluorescence polarization | P53350 | AID 693 | inhibition, %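 (tested at about 20 µM)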; in the data active = inhibition above about 34%, passing the limit was not always enough
FAK blocker = inhibitors of human focal adhesion kinase; Q05397; biochemical FAK kinase activity assay; inhibition, %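 (tested at 7 µM)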; 0.84% of 97,000 active; AID 727; in the data active = inhibition above about 19%;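 also: 0% = DMSO and 100% = reference compound high control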
MT1-MMP txn act = activates MT1-MMP transcription. activation factor at 10 µM. HT1080 MT1-MMP promoter luciferase reporter, luminescence, overnight; active compounds read high. 0.16% of 86,000 active. AID 750;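 active = activation factor of at least 2 for MT1-MMP transcription at 10 µM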
S1P2 antag = S1P2 (human) receptor antagonism; O95136; cell-based S1P2 antagonist assay, inhibition at 5 uM; inhibition, % at 5 µM; 0.21% of 97,000 active; AID 736; in the data active = inhibition above about 45%;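 also: CRE beta-lactamase reporter cells expressing human S1P2 stimulated with S1P; 0% = agonist at EC80 alone and 100% = agonist plus reference antagonist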
HIV Rev-RRE inh = disrupts HIV-1 Rev binding to RRE RNA; Rev peptide-RRE RNA binding, FRET; inhibition, % at 8 µM; 0.79% of 97,000 active;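 active = inhibition above the screen-wide mean plus 3 SD, cut at about 35% in these data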;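 also: 0% = median DMSO wells and 100% = median Neomycin B control wells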
Target sequence (P05866 whole entry, looked up): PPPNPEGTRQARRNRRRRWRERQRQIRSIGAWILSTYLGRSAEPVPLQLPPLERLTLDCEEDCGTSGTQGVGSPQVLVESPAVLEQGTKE
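System: Cy5-labelled duplex RRE RNA binding fluorescein-labelled HIV Rev peptide; Signal: fluorescein-to-Cy5 FRET, 480 nm excitation; Also added: labelled Rev peptide; Compound: one concentration, 8 µM nominal; Buffer or medium: HEPES pH 7.5 salt buffer with EDTA; Read-out: % inhibition of FRET ratio versus controls; Schedule: 5 min preincubation and 15 min binding, 25 °C.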
PLK1 inh = blocks human PLK1 kinase activity; 0.53% of 97,000 active; P53350; recombinant PLK1 kinase, TR-FRET peptide phosphorylation; inhibition, % at 10 µM;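 active = inhibition of 50% or more in the single-concentration screen; inactive = inhibition below 50%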;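 also: 0% = DMSO max control and 100% = H-89 dihydrochloride min control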
EphB4 antag = antagonists of human EphB4-ephrin-B2 interaction; P54760; 0.15% of 97,000 active; EphB4 LBD / TNYL-RAW-Alexa532 peptide, fluorescence polarization; inhibition, % at 7 µM;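 active = inhibition above the screen-wide mean inhibition plus 3 SD, cut at about 15% in these data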;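 also: 0% = DMSO wells and 100% = excess unlabeled TNYL-RAW peptide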
Target sequence (P54760 whole entry, looked up, the tested form may be a part): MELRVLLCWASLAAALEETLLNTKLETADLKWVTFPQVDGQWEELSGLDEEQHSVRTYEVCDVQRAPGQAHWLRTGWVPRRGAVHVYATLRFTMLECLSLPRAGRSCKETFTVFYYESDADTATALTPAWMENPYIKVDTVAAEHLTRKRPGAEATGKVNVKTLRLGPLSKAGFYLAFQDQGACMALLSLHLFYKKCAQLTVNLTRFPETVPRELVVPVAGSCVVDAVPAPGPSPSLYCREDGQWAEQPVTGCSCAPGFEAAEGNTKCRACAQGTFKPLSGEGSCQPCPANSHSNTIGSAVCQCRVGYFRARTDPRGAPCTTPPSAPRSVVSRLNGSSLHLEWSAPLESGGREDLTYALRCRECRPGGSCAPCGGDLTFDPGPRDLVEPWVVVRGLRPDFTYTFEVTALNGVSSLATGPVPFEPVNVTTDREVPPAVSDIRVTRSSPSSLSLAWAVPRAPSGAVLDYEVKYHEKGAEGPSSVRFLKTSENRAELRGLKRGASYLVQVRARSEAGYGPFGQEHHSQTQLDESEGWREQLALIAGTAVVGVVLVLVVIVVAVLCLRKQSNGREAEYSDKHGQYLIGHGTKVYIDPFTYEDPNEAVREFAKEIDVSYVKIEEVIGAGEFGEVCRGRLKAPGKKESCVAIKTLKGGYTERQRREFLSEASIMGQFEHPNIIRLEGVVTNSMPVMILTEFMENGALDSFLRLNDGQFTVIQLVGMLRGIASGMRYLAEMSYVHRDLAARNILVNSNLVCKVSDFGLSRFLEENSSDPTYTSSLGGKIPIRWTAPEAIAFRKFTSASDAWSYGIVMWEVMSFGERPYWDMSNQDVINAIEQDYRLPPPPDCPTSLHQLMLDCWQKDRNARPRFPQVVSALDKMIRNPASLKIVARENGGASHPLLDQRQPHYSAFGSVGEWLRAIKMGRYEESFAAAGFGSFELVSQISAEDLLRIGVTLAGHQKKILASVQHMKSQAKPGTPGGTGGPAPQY
The depositor's hits bear a star; x = not tested or not shown. Random draw from the library. Share with any hit: about 3.9%.

SMILES | PLAP act | S1P2 agonist | Plk1 PBD FP | FAK blocker | MT1-MMP txn act | S1P2 antag | HIV Rev-RRE inh | PLK1 inh | EphB4 antag
CCCOC(=O)C1C2C=C[C@]3(CN(CCc4ccccc4)C(=O)[C@H]13)O2 (stereo partly specified) | 1.7 | -5 | 3 | -9 | 1.1 | 0 | -1 | -12 | 0
COc1ccc(C(=O)/C=C/NCc2ccc(C)cc2)cc1 | x | -3 | 17 | -2 | x | -3 | -4 | -3 | -3
COc1ccc(-c2nnc(SCC(=O)NC(C)c3ccccc3)o2)cc1 (stereo unspecified) | 0.9 | -1 | 21 | 7 | 1.2 | 27 | 8 | -15 | 0
O=C(Nc1ccc2c(c1)OCCO2)c1ccc(NC(=O)C2CCCO2)cc1 (stereo unspecified) | 0.9 | -4 | -6 | 4 | 0.8 | 26 | 3 | -15 | -2
CC(C)C(=O)N1CCN(c2ccc(NC(=O)c3ccc(Br)o3)cc2)CC1 | 0.8 | -6 | -1 | 6 | 0.6 | -6 | 3 | -17 | 3
COc1ccccc1-n1cnnc1SC1CCOC1=O (stereo unspecified) | 1 | -6 | -25 | -2 | 1 | 10 | 11 | -7 | -3
Cc1nonc1OC(C)CNc1ccc([N+](=O)[O-])cc1 (stereo unspecified) | 1 | 1 | -8 | 0 | x | 13 | 2 | -8 | 4
Nc1ccc2oc(CCc3ccccc3)nc2c1 | 1 | 1 | -13 | 6 | 1.4 | 8 | 7 | -8 | 1
CC(C)NC(=O)CSc1nnc(-c2ccncc2)n1-c1ccccc1 | 0.8 | -4 | 22 | 1 | x | -12 | 1 | -7 | -3
CCc1ccc(/C=N/NC(=O)c2ccc(OC3CCCC3)cc2)s1 | 0.8 | -3 | -26 | 3 | x | -2 | 12 | -7 | -1
O=C(CN1CCN(c2ccc(Cl)cc2)CC1)Nc1ccc(F)c(F)c1 | 1 | -4 | -21 | 0 | 1 | 15 | 14 | -5 | 12
N#Cc1cc([N+](=O)[O-])cnc1NCC(O)CO (stereo unspecified) | 0.8 | -4 | -2 | -8 | x | 5 | 2 | -4 | 0
O=c1c2[nH]c3cccc(Cl)c3c2ncn1CCN1CCCCC1 | x | -1 | 2 | 1 | 1.1 | 17 | 10 | -5 | -3
Cc1ccc(OCCNC(=O)c2ccco2)cc1C | 0.8 | 50* | 3 | 11 | 1.1 | 18 | 5 | -4 | 6
COc1ccc(S(=O)(=O)Nc2ccc3oc(C)c(C(C)=O)c3c2)cc1 | 1.3 | -5 | -17 | 1 | 1.1 | -4 | 14 | -11 | -7
CCOc1ccc2nc(SCC(=O)NC(=O)NCc3ccco3)sc2c1 | 0.8 | -5 | -4 | 3 | 1 | 7 | 11 | -8 | 7
N#Cc1c(C(F)(F)F)cc(-c2cccc(Cl)c2)[nH]c1=O | 1.2 | 2 | -32 | -11 | x | 20 | 7 | -10 | 6
O=C(O)CC(C(=O)Nc1ccc(Cl)c(Cl)c1)C1CCCO1 (stereo unspecified) | 0.9 | -4 | 8 | 3 | 1.1 | 7 | 2 | -8 | -7
N#Cc1ccc(-c2ccc(F)cc2)nc1Oc1ccc(Cl)c(Cl)c1 | 0.9 | -4 | 21 | 2 | x | 12 | 12 | -29 | 4
CCOCCSc1nnc2nc(C)cc(C)n12 | 0.9 | -8 | -9 | 1 | 0.9 | 14 | 4 | -12 | -6
COc1cccc(-c2nn(-c3ccccc3)cc2C(=O)n2nnc3ccccc32)c1 | 1 | -3 | 3 | 2 | 1 | 0 | 0 | -4 | -3
CCC1CCCCN1C1Sc2ccc(C(=O)OC)cc2NC1=O (stereo unspecified) | 1.3 | -7 | -8 | 3 | 1.1 | 27 | 13 | -1 | 4
Cc1cc2c(=O)n(C)c(SCC(=O)c3cc4ccccc4o3)nc2s1 | 1 | -2 | 2 | 2 | 1.1 | -23 | 5 | -12 | -7
O=C(COc1ncnc2c(Cl)cc(Cl)cc12)N1CCN(S(=O)(=O)c2ccccc2)CC1 | 0.8 | -6 | -2 | -2 | x | -11 | 5 | -5 | -7
COC(=O)C1(C#N)C(c2ccccc2)C1(C(=O)OC)C(=O)OC (stereo unspecified) | 1 | -2 | -22 | -2 | 1.1 | -11 | 5 | -7 | -4

(further entries)
SMILES | PLAP act | S1P2 agonist | Plk1 PBD FP | FAK blocker | MT1-MMP txn act | S1P2 antag | HIV Rev-RRE inh | PLK1 inh | EphB4 antag
O=C(O)C(Cc1ccccc1)n1cccc1 (stereo unspecified) | 1 | -7 | -8 | 6 | 1.2 | 5 | 4 | -11 | 2
O=C(NCCc1c[nH]c2ccccc12)c1cnc2sccn2c1=O | 1.5 | -4 | -15 | -4 | 1.8 | -8 | 6 | -11 | 1
NC(=O)C1CCN(S(=O)(=O)c2cccc(S(=O)(=O)N3CCCCC3)c2)CC1 | 1.7 | -3 | 34 | -1 | 1.2 | -12 | 0 | -10 | -7
O=C(CSc1nnc(-c2ccccc2)n1Cc1ccco1)NCc1ccc2c(c1)OCO2 | 1.1 | -1 | -36 | 1 | 1.3 | -13 | 5 | -9 | -2
O=c1cc(O)n(-c2ccc(Cl)cc2)c(=S)[nH]1 | 1.7 | 2 | -24 | -2 | 1.1 | -26 | 4 | -2 | -4
CC1CCCc2sc3nc(N4CCN(CCO)CC4)n4ncnc4c3c21 (stereo unspecified) | 1.6 | -4 | -34 | -4 | 1.1 | -13 | 2 | -10 | -3
CC1CCCN(C(=O)c2ccc3c(c2NCCO)C(=O)c2ccccc2C3=O)C1 (stereo unspecified) | 1.3 | -3 | 11 | -2 | 1.3 | -30 | -27 | -9 | 3
CCOC(=O)N1CCN(c2c(NCCCN3CCCCCC3)c(=O)c2=O)CC1 | 0.9 | -6 | -6 | 5 | x | 20 | 7 | -7 | 3
CC(C)COC(=O)C1C(=O)CC(C)(O)C(C(=O)OCC(C)C)C1c1cccnc1 (stereo unspecified) | 1.5 | -7 | -11 | -1 | 1 | 20 | 1 | 11 | -1
CCC(C)(C(=O)NC1CCCC1)N(C(=O)c1ccccn1)c1ccccc1 (stereo unspecified) | 1.1 | -4 | -5 | -3 | 1.2 | 27 | -4 | -7 | -4
CC(=O)c1ccc(NC(=O)N2CCN(c3cccc(Cl)c3)CC2)cc1 | 1.1 | -5 | -9 | 2 | 0.9 | 6 | 14 | -10 | 6
Cc1ccc(S(=O)(=O)C(CCC(=O)N2CCOCC2)S(=O)(=O)c2ccc(C)cc2)cc1 | 1.6 | -3 | -21 | -2 | 1.1 | -6 | 0 | -15 | -3
CCOc1ccccc1-n1c(SCC(=O)Nc2ccc(CC)cc2)nc2n[nH]c(C)c2c1=N | 1.3 | -2 | 11 | 1 | 1.3 | -9 | 9 | -15 | -3
Cn1nnnc1SCC(=O)NCc1cccs1 | x | -6 | -3 | 2 | 1.4 | 11 | 11 | -11 | 5
CCN1CCC(=NNC(=O)c2ccc(C)c([N+](=O)[O-])c2)CC1 | 1.3 | -7 | 1 | -1 | x | 5 | 10 | 9 | 8
C/C(=N/NC(=O)c1cc(Cl)ccc1O)C12CC3CC(CC(C3)C1)C2 | 1.1 | -11 | -11 | 5 | x | 3 | 10 | -10 | 6
COCCNC(=O)c1c(N)n(CCC2=CCCCC2)c2nc3ccccc3nc12 | 1.9 | 26* | -32 | 3 | x | -51 | 56* | -8 | 3
Cc1ccc2cccc(S(=O)(=O)n3nc(C)cc3C)c2n1 | 0.9 | -1 | 15 | 3 | 1 | 3 | 2 | -10 | 1
CC(C)C(=O)NC(=S)NCC(=O)c1ccccc1 | 0.9 | -3 | -19 | 4 | x | 11 | 9 | -3 | 3
COc1ccc(CN2CCN(C(=O)c3ccco3)CC2)cc1 | 0.9 | -4 | -14 | -3 | 1.1 | -13 | 2 | -6 | -3
O=C(CC1Oc2ccccc2NC1=O)NC1CC1 (stereo unspecified) | 1 | -4 | -10 | 1 | 1.1 | 1 | 4 | -1 | 4
COc1ccc(C2C3C(=O)N(Cc4ccccc4)C(=O)C3ON2c2ccccc2)c(OC)c1OC (stereo unspecified) | 1.5 | -12 | 21 | 0 | 1 | 6 | 6 | -14 | 2
COC(=O)c1sccc1NC(=O)c1ccoc1C | 1.1 | -1 | 14 | -1 | 1.1 | -16 | 3 | -3 | -3
COc1ccc(-n2c(-c3ccc(F)cc3)cnc2SCC(=O)NCc2ccco2)cc1 | 1.7 | -4 | -3 | 1 | 1.5 | 6 | 10 | -29 | 3
CN1CCN(Cc2cc(=O)oc3ccc(Cl)cc23)CC1 | 0.9 | -6 | -22 | 0 | 0.9 | -16 | 1 | -5 | -15

Another view of 3 compounds above:
mol	PLAP act	S1P2 agonist	Plk1 PBD FP	FAK blocker	MT1-MMP txn act	S1P2 antag	HIV Rev-RRE inh	PLK1 inh	EphB4 antag
CC1CCCc2sc3nc(N4CCN(CCO)CC4)n4ncnc4c3c21 (stereo unspecified)	1.6	-4	-34	-4	1.1	-13	2	-10	-3
CC(=O)c1ccc(NC(=O)N2CCN(c3cccc(Cl)c3)CC2)cc1	1.1	-5	-9	2	0.9	6	14	-10	6
C/C(=N/NC(=O)c1cc(Cl)ccc1O)C12CC3CC(CC(C3)C1)C2	1.1	-11	-11	5	x	3	10	-10	6

Next structures.
SMILES | PLAP act | S1P2 agonist | Plk1 PBD FP | FAK blocker | MT1-MMP txn act | S1P2 antag | HIV Rev-RRE inh | PLK1 inh | EphB4 antag
NC(N)=N/N=C/c1ccccc1 | 0.9 | -2 | -4 | 0 | 1 | 7 | 3 | 0 | 3
COc1ccccc1-c1cc(N)n[nH]1 | 0.8 | -2 | -11 | 25* | 1.2 | 7 | 3 | -12 | -2
CCS(=O)(=O)N1CCN(C(=O)CCC2CCCC2)CC1 | x | -6 | 12 | -3 | 1.1 | 19 | 7 | 1 | -1
O=C(Nc1ccccc1)OC(CN1CCCCC1)C(F)(F)F (stereo unspecified) | 0.9 | -4 | 9 | 1 | x | 6 | 4 | -10 | -1
Cc1cc(NC(=O)Cn2c(C)nc3ccccc3c2=O)ccc1Br | 0.9 | -2 | -3 | 2 | x | -7 | 2 | 0 | -3
COC(=O)C(C(C)=O)C1=C/C(=N\S(=O)(=O)c2ccc(C)cc2)c2ccccc2C1=O (stereo unspecified) | 1.2 | -3 | 6 | 1 | 1.2 | -3 | 10 | -5 | -1
COC(=O)c1cc(=O)nc2sc3ccccc3n12 | 1 | -5 | -19 | -13 | 1.6 | -19 | 1 | -7 | -13
Cc1ccc(C(c2nnnn2C(C)(C)C)N2CCN(C3CCCC3)CC2)cc1 (stereo unspecified) | 1.4 | -1 | -8 | 2 | 1.1 | -10 | 2 | -8 | -4
COc1ccc(CC(=O)N2CC(C)CC(C)C2)cc1 (stereo unspecified) | 1 | 0 | 9 | -1 | 1.1 | -9 | 1 | -8 | -3
CCOC(=O)c1sc(NC(C)=O)nc1-c1ccccc1 | 1 | -8 | 11 | -3 | 1.2 | -30 | -2 | -11 | -11
CCOc1ccc(C(=O)NCCCn2ccnc2)cc1 | 0.9 | -1 | -7 | -1 | 1.2 | 6 | 6 | -6 | 5
O=S(=O)(c1ccc(Br)s1)N1CCN(c2ccccn2)CC1 | 0.8 | 1 | 13 | 3 | 1.1 | -7 | 7 | -1 | 3
CCCOc1ccc(S(=O)(=O)n2cc(Br)c(=O)[nH]c2=O)cc1 | 1.2 | -8 | 1 | -3 | 1 | 13 | 1 | 8 | -4
CCN(CC)/C(=N/O)NC(=O)NS(=O)(=O)c1ccc(C)cc1 | 0.9 | 0 | 1 | 1 | 1.1 | -8 | 0 | -7 | -9

Just S1P2 agonist, for some of the entries so far:
structure | S1P2 agonist
COC(=O)C(C(C)=O)C1=C/C(=N\S(=O)(=O)c2ccc(C)cc2)c2ccccc2C1=O (stereo unspecified) | -3
COC(=O)c1cc(=O)nc2sc3ccccc3n12 | -5
Cc1ccc(C(c2nnnn2C(C)(C)C)N2CCN(C3CCCC3)CC2)cc1 (stereo unspecified) | -1
COc1ccc(CC(=O)N2CC(C)CC(C)C2)cc1 (stereo unspecified) | 0
CCOC(=O)c1sc(NC(C)=O)nc1-c1ccccc1 | -8

Screening data deposited in PubChem BioAssay by several laboratories.
